PvdQ acylase: P. aeruginosa PvdQ acylase inhibitors, primary screen, biochemical, fluorescence, plate reader and imaging, single point. PvdQ acylase [Pseudomonas aeruginosa LESB58]. purified PvdQ acylase. inhibition, % at 10 µM. 340,000 tested, 0.063% active. AID 488965, 2010; in the data active = inhibition above about 30%, passing the limit was not always enough;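 note: 0% = vehicle neutral wells and 100% = reference inhibitor wells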
dFosB activator: activators of delta FosB homodimer, primary screen, biochemical, fluorescence polarization, TAMRA-CDK5 oligo, single point; 340,000 tested, 0.99% active; purified delta FosB; percent of positive-control signal above neutral wells; Protein FosB (Mus musculus), P13346; activation, % at 25 µM;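 active = mean activation above about 17%, with every replicate also reaching it, limit read from the data, passing the limit was not always enough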;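 note: fluorescence polarization rise as delta FosB binds a TAMRA Cdk5 AP-1 oligo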
Target sequence (P13346 whole entry, looked up): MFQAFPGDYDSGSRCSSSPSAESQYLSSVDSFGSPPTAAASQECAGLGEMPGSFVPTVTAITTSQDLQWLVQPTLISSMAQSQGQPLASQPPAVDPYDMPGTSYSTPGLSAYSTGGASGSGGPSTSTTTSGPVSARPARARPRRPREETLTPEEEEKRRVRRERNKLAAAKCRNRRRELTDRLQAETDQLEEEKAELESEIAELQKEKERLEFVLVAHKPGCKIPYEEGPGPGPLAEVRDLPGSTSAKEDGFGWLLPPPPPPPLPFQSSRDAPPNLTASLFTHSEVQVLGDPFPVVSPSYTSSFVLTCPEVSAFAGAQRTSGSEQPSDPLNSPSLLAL
CAL PDZ FP-1: untagged CAL PDZ binding inhibitors, primary screen, biochemical, fluorescence polarization, HTS; 300,000 tested, 0.92% active; inhibition, % at 24.9 µM; AID 602252, 2012; Golgi-associated PDZ and coiled-coil motif-containing protein (Homo sapiens), Q9HD26; purified CAL PDZ, TMR-peptide fluorescence polarization, 1 h;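 active = mean inhibition of at least 30% with at least half of replicates also reaching 30%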;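 note: 0% = DMSO neutral control and 100% = excess unlabeled competitor peptide PRC23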
SR-BI uptake up: activators of SR-BI mediated DiI-HDL uptake, primary screen, ldlA[mSR-BI] CHO cells, DiI fluorescence; activation, % at 12.5 µM; 3 h; 100 = double the neutral-control signal; 320,000 tested, 0.096% active;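 active = mean replicate activation of at least 60% and every replicate at or above 60%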;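 note: 0% = median plate neutral-control signal and 100% = twice that signal; values of inactives mirror those of a sister screen read the other way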
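System: LDL receptor-deficient CHO ldlA cells overexpressing murine SR-BI | Timing: 3 h uptake period with compound, 37 °C | Medium: HEPES-buffered (25 mM, pH 7.4) F12 plus 0.5% BSA | Dosing: Single-point compound dose | Signal: Bottom-read fluorescence, 550/595 nm | Read-out: Retained DiI signal reflecting DiI-HDL uptake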
SR-BI HDL uptake: inhibitors of SR-BI mediated HDL lipid uptake, primary screen, ldlA[mSR-BI] cells, fluorescence, single point | Scavenger receptor class B member 1 (Mus musculus), Q61009 | ldlA[mSR-BI] CHO cells, DiI-HDL uptake fluorescence, 3 h | inhibition, % at 12.5 µM | 320,000 tested, 0.96% active;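 active = mean replicate inhibition of at least 70% and a set share of replicates each scoring 70 or more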;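 note: 0% = median of neutral control wells and 100% = median of positive control wells; values of inactives mirror those of a sister screen read the other way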
CAL PDZ FP-2: CAL PDZ peptide-binding inhibitors, primary screen, biochemical, fluorescence polarization, Cer-tagged CAL PDZ, HTS; AID 504414, 2011; inhibition, % at 20 µM; Golgi-associated PDZ and coiled-coil motif-containing protein (Homo sapiens), Q9HD26; purified CAL PDZ, TMR-peptide fluorescence polarization, 1 h; 330,000 tested, 0.02% active;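 active = highest replicate inhibition of at least 40%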;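 note: plate controls were DMSO neutral control wells for no effect and unlabeled competitor peptide control wells for full effect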
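Control set: unlabelled peptide and DMSO controls / Material: purified CerCALP PDZ construct / Timing: 1 h incubation at room temperature before polarization reading / Doses: 20 µM, one dose / Detection: fluorescence polarization (mP)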
NSD2 inh: NSD2 histone methyltransferase inhibitors, primary screen, biochemical, AlphaScreen, single concentration, set 2. Histone-lysine N-methyltransferase NSD2 (Homo sapiens), O96028. NSD2 peptide methylation, 120 min. inhibition, % at 12.5 µM. 310,000 tested, 0.54% active; in the data active = inhibition above about 50%
PfHsp90 set2: growth inhibition of PfHsp90-expressing yeast, primary screen, antimalarial PfHsp90 inhibitor project, S. cerevisiae, BacTiter-Glo luminescence, single point, set 2. 310,000 tested, 0.32% active. inhibition, % at 9.4 µM. BacTiter-Glo ATP, 48 h; yeast lacking PDR1 and PDR3 efflux regulators. AID 504621, 2011;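 active = every replicate shows inhibition above about 80%, whatever the replicate mean, limit read from the data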;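 note: 0% = DMSO neutral controls and 100% = 20 µM radicicol positive controls; yeast relying on Plasmodium falciparum Hsp90 in place of its own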
Rtt109 HAT inh: inhibitors of C. albicans Rtt109/Vps75 HAT, primary screen, biochemical, ThioGlo CoA-SH fluorescence, plate reader; purified Rtt109/Vps75, 4 h; Histone acetyltransferase RTT109 (Candida albicans (strain SC5314 / ATCC MYA-2876)), …; inhibition, % at 34.9 µM; AID 540336, 2011; 330,000 tested, 0.16% active;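 active = inhibition of at least 50% in every replicate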
Target sequence (Q5AAJ8 whole entry, looked up): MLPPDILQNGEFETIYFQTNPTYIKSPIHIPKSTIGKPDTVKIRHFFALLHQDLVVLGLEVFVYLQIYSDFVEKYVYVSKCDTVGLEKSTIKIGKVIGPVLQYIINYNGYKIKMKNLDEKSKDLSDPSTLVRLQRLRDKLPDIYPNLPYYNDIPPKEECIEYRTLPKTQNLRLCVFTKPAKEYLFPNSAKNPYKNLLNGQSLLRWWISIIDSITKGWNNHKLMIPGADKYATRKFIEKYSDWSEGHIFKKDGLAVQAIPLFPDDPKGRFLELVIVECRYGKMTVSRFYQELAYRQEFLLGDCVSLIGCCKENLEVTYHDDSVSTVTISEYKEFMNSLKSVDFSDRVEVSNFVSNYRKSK
MITF TRPM1 HTS: activators of MITF-driven TRPM1 promoter reporter, primary screen, cell-based, SK-MEL-5, luciferase, single point; activation, % at 12.5 µM; SK-MEL-5 TRPM1-promoter luciferase, 24 h; % of positive control, neutral wells = 0; 300,000 tested, 0.75% active;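 active = mean activation of at least 80% with every replicate also reaching 80%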;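 note: 0% = neutral control wells and 100% = parthenolide positive control wells; values of inactives mirror those of a sister screen read the other way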
* marks the source's active call; other numbers are inactive results; . = no result given.

item	SMILES	SR-BI HDL uptake	CAL PDZ FP-2	Rtt109 HAT inh	CAL PDZ FP-1	MITF TRPM1 HTS	PfHsp90 set2	SR-BI uptake up	PvdQ acylase	dFosB activator	NSD2 inh
1	COc1ccc(C(=O)N/C(N)=N/c2nc3ccccc3o2)cc1	47	-1.7	-1	4	36	38	-47	-6	-9	-5
2	O=C(CN1C(=O)c2ccccc2C1=O)N(CCO)Cc1ccccc1	-18	-0.5	-4	-1	10	16	18	-16	-3	-1
3	Oc1cc2c(cc1CN1CCc3ccccc3C1)OCO2	-12	-3.2	11	-2	4	-11	12	4	2	6
4	O=c1c(Cc2c(F)cccc2Cl)c(O)ccn1CCCN1CCOCC1	-24	-4.4	2	-6	-2	-5	24	-15	-3	-2
5	O=C(O)c1ccc(-n2cccc2/C=N\NC(=O)c2cc3cc(Br)ccc3o2)cc1	11	-1.0	-2	-3	0	-10	-11	-3	-7	58*
6	CNS(=O)(=O)c1cccc(C(=O)OCC(=O)N(Cc2ccccc2)C(C)(C)C)c1	35	-1.1	-1	-5	2	-5	-35	-1	-5	1
7	Cc1nc2ccc(NC(=O)c3ccc(S(=O)(=O)N(C)c4ccccc4)cc3)cc2s1	49	-2.9	0	-5	-19	-9	-49	-13	4	0
8	Cc1cc(C(=O)N2CCN(c3ccccc3Cl)CC2)c(C)o1	12	-2.7	-4	-1	49	-13	-12	-11	-3	0
9	CC12CN(S(=O)(=O)c3ccccc3)CC(C)(CN(S(=O)(=O)c3ccccc3)C1)C2	39	-1.9	10	-1	.	6	-39	8	4	0
10	CCN(Cc1nc2cc(Cl)ccc2c(=O)[nH]1)C(=O)C1CC(=O)N(c2cccc3ccccc23)C1 (stereo unspecified)	0	-1.0	-14	-18	3	13	0	-10	-15	1

Following part:
item	SMILES	SR-BI HDL uptake	CAL PDZ FP-2	Rtt109 HAT inh	CAL PDZ FP-1	MITF TRPM1 HTS	PfHsp90 set2	SR-BI uptake up	PvdQ acylase	dFosB activator	NSD2 inh
11	COC(=O)c1ccccc1NC(=O)Nc1nnc(N2CCCCC2C)s1 (stereo unspecified)	10	-1.2	11	.	2	5	-10	1	-4	.
12	Cc1ccc(/C(O)=C2/C(=O)C(=O)N(CCN3CCOCC3)C2c2ccccn2)cc1 (stereo unspecified)	4	-2.0	7	-4	0	40	-4	-12	1	-2
13	COc1ccc(C(=O)Nc2nc3cc(OC)c(OC)cc3c(=O)[nH]2)cc1	86*	-0.8	-6	.	-2	-21	-86	-5	25*	5
14	O=C(Cn1ncn2c(cc3ccccc32)c1=O)NCCC1=CCCCC1	8	-0.8	1	-8	-14	-24	-8	-8	-14	3
15	CC(C)(C)NC(=S)NNC(=O)c1ccccc1Cl	-54	-2.4	5	-2	8	2	54	4	-1	1
16	CCOc1ccc(S(=O)(=O)N2Cc3ccccc3CC2C(=O)NCCCn2ccnc2)cc1 (stereo unspecified)	-2	-0.8	-4	2	-10	16	2	-11	-11	-3
17	Cc1cnc(CNC(=O)CC2C(=O)NCCN2Cc2ccccc2C(F)(F)F)cn1 (stereo unspecified)	-12	-0.7	-8	-9	1	2	.	-10	-12	6
18	CCCOc1ccccc1NC(=O)/C=C/C(N)=O	-21	.	2	1	18	-11	21	-17	6	0
19	Cc1ccc(Cl)cc1NC(=O)CSc1nncn1-c1ccccn1	-7	-1.0	2	-4	-5	-123	7	-13	-3	-3
20	Cc1cc(C)n(/C(=C\N(C)C)C(=O)c2cccc([N+](=O)[O-])c2)n1	-8	-1.3	-2	-6	.	-9	8	-20	4	0

Retrieved one by one from the list above:
item	SMILES	SR-BI HDL uptake	CAL PDZ FP-2	Rtt109 HAT inh	CAL PDZ FP-1	MITF TRPM1 HTS	PfHsp90 set2	SR-BI uptake up	PvdQ acylase	dFosB activator	NSD2 inh
16	CCOc1ccc(S(=O)(=O)N2Cc3ccccc3CC2C(=O)NCCCn2ccnc2)cc1 (stereo unspecified)	-2	-0.8	-4	2	-10	16	2	-11	-11	-3
20	Cc1cc(C)n(/C(=C\N(C)C)C(=O)c2cccc([N+](=O)[O-])c2)n1	-8	-1.3	-2	-6	.	-9	8	-20	4	0
19	Cc1ccc(Cl)cc1NC(=O)CSc1nncn1-c1ccccn1	-7	-1.0	2	-4	-5	-123	7	-13	-3	-3

Next records.
item	SMILES	SR-BI HDL uptake	CAL PDZ FP-2	Rtt109 HAT inh	CAL PDZ FP-1	MITF TRPM1 HTS	PfHsp90 set2	SR-BI uptake up	PvdQ acylase	dFosB activator	NSD2 inh
21	CNc1ccc([N+](=O)[O-])cc1	-5	-0.1	0	0	1	-7	5	1	5	.
22	Cc1cccc(OCc2nnc(SCC(=O)Nc3cccc(C(=O)N4CCOCC4)c3)n2C)c1	1	-2.4	.	-2	3	9	-1	-2	-8	-2
23	COc1ccc(Cl)cc1NC(=O)C(C)N(C)Cc1cccc(Cl)c1Cl (stereo unspecified)	40	-2.8	-7	-1	6	-14	-40	-11	-2	-2
24	CC(/C=C1\SC(=S)N(CC(=O)O)C1=O)=C\c1ccccc1	.	-3.1	16	-7	11	-25	.	-8	-7	-6
25	COc1cc(C[C@@H]2C(=O)OC[C@H]2Cc2ccc(OC)c(OC)c2)ccc1O	-20	-0.2	-3	-2	-31	0	20	-17	-4	.
26	Cc1nc(N/C(N)=N/S(=O)(=O)c2ccc([N+](=O)[O-])cc2)nc2ccccc12	-8	-1.2	4	1	7	-16	8	1	-5	0
27	Cc1ccc(S(=O)(=O)N(C)CC(=O)N2CC(C)OC(C)C2)cc1 (stereo unspecified)	-15	-0.4	1	-7	3	9	15	-13	0	-2
28	CCN(CC)S(=O)(=O)c1ccc(N2CCOCC2)c(NC(=O)C2=COCCO2)c1	-4	-1.9	28	-2	7	-7	4	6	-3	0
29	O=C(CCCNC(=O)c1ccc(Cl)cc1)NCc1ccccc1Cl	-13	-0.1	-7	-17	6	13	13	-1	1	0
30	CN(c1ccc(OCC(=O)N2CCOCC2)cc1)S(=O)(=O)c1ccc(F)cc1	.	-1.9	-1	-3	-3	-4	.	-4	-3	.

Additional results.
item	SMILES	SR-BI HDL uptake	CAL PDZ FP-2	Rtt109 HAT inh	CAL PDZ FP-1	MITF TRPM1 HTS	PfHsp90 set2	SR-BI uptake up	PvdQ acylase	dFosB activator	NSD2 inh
31	CN(CC(=O)Nc1cc(C(F)(F)F)ccc1-n1cncn1)Cc1nc2ccccc2c(=O)[nH]1	1	1.2	6	.	-7	-4	-1	-14	-12	2
32	COc1ccc(/C=N/NC(=O)c2cc(C)on2)c2ccccc12	16	-2.0	-7	6	14	-5	-16	-1	-5	-3
33	NC(=S)N/N=C1/CCSc2ccc3ccccc3c21	79*	-1.5	5	-5	-4	-76	-79	-10	1	.
34	Cc1cc(C)n2nc(C(=O)OCC(=O)N(C)CC(=O)Nc3ccc(F)cc3)nc2n1	-10	0.3	-6	-1	-4	.	10	-18	5	2
35	Cc1cc(C)c2c(c1)c1nnc(SCCN3CCCCC3)nc1n2C	11	-2.1	8	-4	-13	-1	-11	4	-16	2
36	COc1ccc(NC(=O)CN(C)C(=O)c2cc(-c3ccncc3)nc3ccccc23)cc1	29	-1.2	8	-4	-3	7	-29	-9	-6	0
37	Cc1ccc(S(=O)(=O)N2CCOCCOCCOCCOCCOCC2)cc1	-7	0.3	-8	.	9	30	7	-12	0	1
38	COc1ccc(S(=O)(=O)N2CCOCC2)cc1NS(=O)(=O)/C=C/c1ccccc1	-11	-0.3	-6	2	-2	-21	11	3	-2	-1
39	O=S(=O)(c1ccc(Cl)cc1)N1CCn2c1nc1ccccc12	9	0.7	6	2	-3	16	-9	12	0	-2
40	CCC/C(=N/NC(=O)c1csc(C)c1C)c1ccc(Cl)s1	23	-1.8	-3	-2	24	-11	-23	-4	-5	0

Other compounds
item	SMILES	SR-BI HDL uptake	CAL PDZ FP-2	Rtt109 HAT inh	CAL PDZ FP-1	MITF TRPM1 HTS	PfHsp90 set2	SR-BI uptake up	PvdQ acylase	dFosB activator	NSD2 inh
41	CCOC(=O)C1=C(C)NC(=O)NC1c1ccc(OCC(=O)Nc2ccccc2)c(OC)c1 (stereo unspecified)	.	-0.6	-12	.	1	4	.	-4	-3	.
42	COC(=O)c1ccc(Cn2nc(C(F)(F)F)cc2C)cc1	-6	-2.2	-2	-1	.	-23	6	-7	-4	-1
43	Cn1c(=O)c2c(ncn2Cc2nnc(N)s2)n(C)c1=O	-29	-1.5	2	-2	-5	15	29	-9	1	0
44	O=S(=O)(c1cccc2nsnc12)N1CCCC1	4	.	4	-9	2	.	-4	-12	0	1
45	C#CCNC(=O)C1=C[C@@H](c2cn(C(C)=O)c3ccccc23)C[C@@H](OCc2ccc(CO)cc2)O1	-8	-1.0	0	-2	4	-18	8	-14	-6	.
46	Cc1ccccc1OC(=O)CCC(=O)OCCCC(F)(F)C(F)(F)F	-6	-0.2	8	1	6	7	6	11	6	-3
47	Cn1c(=O)oc2cc(S(=O)(=O)N3CCCC(C(=O)NC4CCCc5ccccc54)C3)ccc21 (stereo unspecified)	-5	-0.6	-7	.	0	10	5	-10	0	.
48	COc1ccc(CNCc2ccc(F)cc2)c(OC)c1	-12	-1.1	-1	0	.	-2	12	-16	-8	-3
49	CN(C)S(=O)(=O)c1cccc(NC(=O)NCCCl)c1	-8	-0.8	1	4	20	2	8	4	-7	-4
50	Cc1c(C(=O)Nc2ccc(Cl)cc2)c2ccccn2c1CCc1ccncc1	97*	0.0	0	4	16	-1	-97	-7	-8	-3
51	CCOc1nc(C)ccc1-c1noc(-c2cccnc2)n1	3	-0.1	-1	-2	.	15	-3	-10	-16	-1

Compound activity from PubChem BioAssay.
